# CYP2C9 activ = human CYP2C9 activators, primary screen, biochemical, luminescence; Cytochrome P450 2C9 (Homo sapiens), P11712; recombinant CYP2C9, luciferin-H conversion; active compounds read high; factor 1 = untreated enzyme, 0 = blocked; activation factor at 5 µM; hit rate 1.4% among 96,000;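 active = activation factor of 2 or more for CYP2C9 at a 5 µM dose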;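 note: 0 = sulfaphenazole-blocked wells and 1 = vehicle-only wells; values of inactives mirror those of a sister screen read the other way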
# Ecoli WT expand = growth inhibitors of wild-type E. coli, primary screen, strain BW25113, expanded library, OD600; OD600 absorbance; growth inhibition, % at 100 µM; AID 710, 2007; hit rate 0.15% among 98,000;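 active = growth inhibition above about 50% at one test dose, limit read from the data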;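 note: growth measured after 20 h incubation at 37 °C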
# CYP2C19 inh = blockers of cytochrome P450 2C19 activity – biochemical, luminescence, ADME assay, primary screen; CYP2C19 Supersomes, luciferin-H EGE luminescence, 30 min; hit rate 21% among 96,000; inhibition, % at 5 µM;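 active = CYP2C19 inhibition above a set limit at 5 µM in the primary screen, cut at about 50% in these data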;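 note: plate controls were negative control wells for no effect and 2.5 mM tranylcypromine positive control for full effect; values of inactives mirror those of a sister screen read the other way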
# PostGolgi yeast = phenotypic screen on post-Golgi transport, primary screen; post-Golgi transport phenotypic cell assay; inhibition, % at 10 µM; hit rate 0.9% among 98,000; AID 739, 2007; in the data active = inhibition above about 30%;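 note: yeast cells grown in 1536-well plates; yeast grown about 18 h at 30C before absorbance read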
# CYP2C19 activ = human CYP2C19 activators, primary screen, biochemical, luminescence; Cytochrome P450 2C19 (Homo sapiens), P33261; recombinant CYP2C19, luciferin-H EGE luminescence; active compounds read high; 0 = fully inhibited enzyme, 1 = untreated enzyme; activation factor at 5 µM; 96,000 tested, under 10 active;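 active = activation factor of at least 2 at 5 µM in the primary screen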;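 note: 0 = wells with 2.5 mM tranylcypromine and 1 = vehicle-only wells; values of inactives mirror those of a sister screen read the other way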
# EphB4 antag = EphB4-ephrin-B2 interaction antagonists, primary screen, biochemical, TNYL-RAW peptide probe, fluorescence polarization | Ephrin type-B receptor 4 (Homo sapiens), P54760 | EphB4 LBD / TNYL-RAW-Alexa532 peptide | AID 720, 2007 | hit rate 0.15% among 97,000 | inhibition, % at 7 µM;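 active = inhibition above the screen-wide mean inhibition plus 3 SD, cut at about 15% in these data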;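 note: 0% = DMSO wells and 100% = excess unlabeled TNYL-RAW peptide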
# Target sequence (P54760 whole entry, looked up, the tested form may be a part): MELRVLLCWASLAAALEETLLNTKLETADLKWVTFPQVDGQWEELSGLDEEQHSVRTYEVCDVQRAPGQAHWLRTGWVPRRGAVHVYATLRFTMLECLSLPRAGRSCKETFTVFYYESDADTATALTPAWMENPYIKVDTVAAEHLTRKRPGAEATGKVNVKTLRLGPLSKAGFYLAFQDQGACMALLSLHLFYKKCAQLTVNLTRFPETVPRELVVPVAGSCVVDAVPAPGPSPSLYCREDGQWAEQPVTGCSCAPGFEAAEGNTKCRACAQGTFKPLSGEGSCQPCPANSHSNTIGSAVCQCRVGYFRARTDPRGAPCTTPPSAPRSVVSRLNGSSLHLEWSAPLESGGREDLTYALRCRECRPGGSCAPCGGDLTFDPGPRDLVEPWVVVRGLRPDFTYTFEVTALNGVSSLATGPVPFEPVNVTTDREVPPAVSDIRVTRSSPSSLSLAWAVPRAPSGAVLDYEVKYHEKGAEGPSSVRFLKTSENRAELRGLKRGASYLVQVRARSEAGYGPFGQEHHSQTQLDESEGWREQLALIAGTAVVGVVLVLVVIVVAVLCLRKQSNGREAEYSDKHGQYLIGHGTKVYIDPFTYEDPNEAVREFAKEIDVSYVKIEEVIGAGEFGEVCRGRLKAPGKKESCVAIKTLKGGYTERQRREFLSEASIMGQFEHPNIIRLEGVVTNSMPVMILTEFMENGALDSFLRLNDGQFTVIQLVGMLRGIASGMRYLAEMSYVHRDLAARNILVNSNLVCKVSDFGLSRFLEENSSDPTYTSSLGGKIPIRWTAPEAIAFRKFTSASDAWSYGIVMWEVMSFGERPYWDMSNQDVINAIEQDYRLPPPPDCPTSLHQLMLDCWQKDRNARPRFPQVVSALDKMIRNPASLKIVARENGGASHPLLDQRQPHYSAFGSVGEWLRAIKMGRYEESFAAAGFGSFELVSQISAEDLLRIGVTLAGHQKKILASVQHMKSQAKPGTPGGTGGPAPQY
# PLAP act = PLAP enzyme activators, biochemical, luminescence, HTS. AID 696, 2007. hit rate 1.2% among 96,000. activation fold at 20 µM. purified PLAP enzyme, luminescent substrate read-out; active compounds read high. Alkaline phosphatase, placental type (Homo sapiens), P05187; in the data active = activation fold above about 2
# CYP2C9 inhib = blockers of cytochrome P450 2C9 activity – biochemical, luminescence, ADME assay, primary screen; P11712; CYP2C9 Supersomes, luciferin-H conversion; hit rate 20% among 96,000; inhibition, % at 5 µM;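 active = blocking of liver enzyme CYP2C9 beyond about 50% at 5 µM, limit read from the data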; note: values of inactives mirror those of a sister screen read the other way
# PTK2B oligo ant = antagonists of Pyk2 self-association, primary screen, Q293 cells, FERM NanoBiT luminescence, HTS; active compounds read low; z-score (the deposit names both 25 µM and 10 µM); hit rate 0.83% among 99,000;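 active = Z-score of -3 or lower, scaled per plate to the spread of control and sample wells; inactive = z-score above -3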;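 note: negative z-score means lost luminescence so less FERM oligomerization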
# Starred values were filed as active, the others as inactive; · = no result given.
# The opening 5 records (preview)
SMILES,CYP2C9 activ,Ecoli WT expand,CYP2C19 inh,PostGolgi yeast,CYP2C19 activ,EphB4 antag,PLAP act,CYP2C9 inhib,PTK2B oligo ant
COc1cc(NC(=O)Cc2cccs2)cc(OC)c1,0.6,13,81*,-4,0.2,5,0.9,40,0.4
CCCn1c(C)cc(C(=O)COC(=O)c2cc(S(=O)(=O)NCC(C)C)c(Cl)cc2Cl)c1C,0.6,-5,66*,-4,0.3,-2,1,39,-0.45
O=C(CSCc1ccccc1)NCc1ccc2c(c1)OCO2,0.1,2,54*,-3,0.5,0,0.7,91*,-0.03
CCn1c(N2CCC(C)CC2)nc2c1c(=O)n(C)c(=O)n2C,0.9,9,8,5,0.9,-6,1,8,·
CCOC(=O)c1cnc(SCC(=O)N2CCN(c3ccccc3)CC2)nc1N,0.7,7,26,-1,0.7,4,1,32,0.23

# The list itself, previewed entries included:
SMILES,CYP2C9 activ,Ecoli WT expand,CYP2C19 inh,PostGolgi yeast,CYP2C19 activ,EphB4 antag,PLAP act,CYP2C9 inhib,PTK2B oligo ant
COc1cc(NC(=O)Cc2cccs2)cc(OC)c1,0.6,13,81*,-4,0.2,5,0.9,40,0.4
CCCn1c(C)cc(C(=O)COC(=O)c2cc(S(=O)(=O)NCC(C)C)c(Cl)cc2Cl)c1C,0.6,-5,66*,-4,0.3,-2,1,39,-0.45
O=C(CSCc1ccccc1)NCc1ccc2c(c1)OCO2,0.1,2,54*,-3,0.5,0,0.7,91*,-0.03
CCn1c(N2CCC(C)CC2)nc2c1c(=O)n(C)c(=O)n2C,0.9,9,8,5,0.9,-6,1,8,·
CCOC(=O)c1cnc(SCC(=O)N2CCN(c3ccccc3)CC2)nc1N,0.7,7,26,-1,0.7,4,1,32,0.23
Cc1cc(C)n2c(SCC(=O)Nc3ccccc3)nnc2n1,1,3,29,0,0.7,-5,0.8,-5,·
COc1ccc(OC)c(-n2c(SCC(=O)Nc3cc(C)on3)nnc2-c2c[nH]c3ccccc23)c1,0.3,-1,84*,-12,0.2,1,1.4,68*,·
CC1=CC(C)(C)N2C(=O)C3(C(C#N)=C(N)Oc4cc(O)ccc43)c3c(C)c(C)cc1c32 (stereo not drawn),0.1,0,89*,-2,0.1,1,1.3,94*,-1.8
CCOC(=O)N1CCC(NC(=O)C2CCCN(C(=O)N3CCOc4ccccc43)C2)CC1 (stereo not drawn),0.2,1,16,-6,0.8,·,1.7,80*,1.2
COc1cc(C(=O)Sc2ccc(C)cc2)cc(OC)c1OC,0.9,2,19,15,0.8,4,1.1,7,-1.7
CC1CCC2(CC1)NC(=O)N(CC(=O)c1cccn1C)C2=O (stereo not drawn),1.2,0,10,4,0.9,5,1,-22,0.57
O=c1/c(=C/c2ccc([N+](=O)[O-])cc2)sc2n1CCCN=2,0.9,-2,5,-7,0.9,3,0.9,8,-0.39
CCc1ccc(CNC(=O)C2CCC(=O)N2C2CCCCC2)cc1 (stereo not drawn),1,-9,25,5,0.7,-1,1.1,0,-0.46
COCCCNc1nc2c(c(=O)n(C)c(=O)n2C)n1Cc1cccc(OC)c1,·,0,·,-1,·,-3,·,·,1.6
Cc1cccc(NC(=O)CCc2ccc(C)o2)c1,0.8,12,90*,2,0.1,3,1.2,19,0.14
Cc1cc(C(=O)Nc2ccccn2)cs1,·,2,·,22,·,0,·,·,-1
COc1cc(C(=O)Nc2cccc3cccnc23)cc(OC)c1OC,0.5,-1,36,32*,0.6,7,1.3,46,-0.45
CCN(CC)c1ccc2c(Cl)cc(=O)oc2c1,0.8,11,21,-5,0.8,-2,1.2,16,·
COC(=O)c1ccccc1NC(=O)c1cc(-c2cccs2)on1,2*,0,-2,-7,1,3,1.1,-103,-0.76
Cc1onc(-c2ccccc2)c1C(=O)Nc1ccncc1,0.1,3,92*,-1,0.1,4,1.2,90*,0.34
CCOc1ccc2[nH]c(=O)c(CN(CCc3ccccc3)C(=O)c3cnccn3)cc2c1,0.6,-3,51*,13,0.5,-7,0.9,40,-2.1
CCn1cc(C(=O)NCc2ccc3c(c2)OCO3)c2cc(OC)c(OC)cc2c1=O,0.7,-7,15,-10,0.8,-1,1.1,32,0.42
COc1ccc(C(=O)/C=C/c2ccc(C)cc2)c(OC(=O)c2ccc([N+](=O)[O-])cc2)c1,1,-7,0,-6,1,9,1.2,1,-1.5
COc1ccc(N(C)C(=S)Oc2ccc(C(=O)Nc3ccccc3)cc2)cc1,0.8,-5,4,-7,1,2,0.8,18,·
CCN(C(=O)c1cccnc1)c1ccccc1,0.9,6,-7,2,1.1,1,1,5,0.66
COc1ccc(OC)c(CNn2c(-c3cccc(C)c3)nc3ccccc3c2=O)c1,0.2,-14,89*,-1,0.1,0,1.8,80*,-1.4
COc1ccc(CSc2nnc(C)n2N)cc1Br,1,-6,38,-4,0.6,8,0.9,-1,-0.27
O=C(COC(=O)c1ccccc1NC(=O)c1ccccc1)c1ccc([N+](=O)[O-])cc1,0.3,-4,63*,6,0.4,5,1.1,70*,-0.9
COc1ccc2c(c1OC)C(=O)N(c1nccs1)C2,0.8,4,16,-1,0.8,-2,0.9,17,1.2
O=C(CCNS(=O)(=O)c1cccs1)NCc1ccco1,0.9,4,14,2,0.9,3,1.1,14,1.4
Cc1nc2cc(C(F)(F)F)ccc2n1C1CCN(CC(=O)NC(C)(C)C)CC1,0.9,6,33,14,0.7,8,1.6,12,1.1
O=C(NC(=S)NCc1ccccc1)c1ccccc1F,0.7,3,29,4,0.7,2,1.1,26,-0.42
Cc1cc(N2CCCCC2)n2nc(C)c(-c3ccccc3)c2n1,0.6,2,16,-4,0.8,5,1.5,39,-0.34
O=C(Oc1ccc2c3c(c(=O)oc2c1)CCCC3)c1ccco1,2.1*,3,24,4,0.8,-9,1.1,-114,1.3
Cc1cccc(OCCC(=O)Nc2ccc(S(=O)(=O)N3CCCC3)cc2)c1,0.3,-7,33,3,0.7,-10,0.9,67*,1.2
CCOC(=O)C1CN(S(=O)(=O)c2ccccc2)c2cc(S(=O)(=O)CC)ccc2O1 (stereo not drawn),0.7,1,36,1,0.6,1,0.9,30,0.66
CCCC12CN3CC(C)(CN(C1)C31C(=O)Nc3ccc(C)cc31)C2=O (stereo not drawn),0.9,6,16,3,0.8,1,1.1,6,0.99
O=C(NC1CCCc2ccccc21)C1CCN(S(=O)(=O)c2cnc[nH]2)CC1 (stereo not drawn),0.3,-10,44,-3,0.6,-8,1.8,70*,0.07
Cn1nc(-c2ccccc2)c(CSc2cccc(Cl)c2)c1Cl,0.6,4,48,-3,0.5,5,1.2,45,0.09
CC(C)NC(=O)CN(Cc1ccccc1)S(=O)(=O)c1ccccc1,0.6,-1,40,-4,0.6,·,1,44,0.13
CCOC(=O)CNc1c(-c2ccc(O)cc2)nc2ccccn12,1.1,9,-5,3,1.1,7,0.8,-6,0.55
c1ccc(COc2ccc(OCCCNC3CCCC3)cc2)cc1,1,20,11,14,0.9,1,1.3,1,-0.12
O=C(CSc1nc2c(c(=O)n1-c1ccc(Cl)cc1)SCC2)NCC1CCCO1 (stereo not drawn),0.9,-7,16,0,0.8,·,1.1,9,-0.13
CCOC(=O)c1ccc(NC(=O)CSc2nnc(Cn3c(=O)sc4ccccc43)n2C)cc1,0.8,-5,-12,-11,1.1,·,0.9,17,·
O=C(O)c1ccc(NS(=O)(=O)c2ccc(Cl)c(Cl)c2)cc1O,0.8,-3,-4,-20,1,-7,0.8,24,-1.1
O=C(O)c1ccccc1C(=O)NCc1ccc(F)cc1,1.1,8,4,9,1,3,1.1,-7,-0.2
CCOC(=O)N1CCC(n2c(SCC(=O)Nc3ccccc3OC)nc3ccccc3c2=O)CC1,0,-22,90*,-4,0.1,7,1.5,95*,-2.1
C=CCn1c2ccccc2c2nnc(SC(CC)C(=O)Nc3nc(C)c(C(=O)OCC)s3)nc21 (stereo not drawn),0.3,-13,49,-6,0.5,-5,1.3,75*,-0.01
CCn1c(-c2cccc(Br)c2)n[nH]c1=S,0.8,8,76*,-3,0.2,-7,0.8,23,1.3
O=C(OCC(=O)N1CCCCCC1)c1n[nH]c(=O)c2ccccc12,1,6,17,1,0.8,·,1.1,-1,-0.01
Cc1cc(C)cc(C(=O)N2CC(=O)Nc3ccccc32)c1,0.6,1,53*,-3,0.5,1,1,36,-0.36
CCOc1ccc(C2C(C(=O)c3ccco3)=C(O)C(=O)N2CCCn2ccnc2)cc1 (stereo not drawn),0.5,-4,6,-6,0.9,1,1.2,49,0.55
COC(=O)c1c(NC(=O)Cc2ccccc2)sc(C)c1C,0.8,6,32,-3,0.7,3,0.9,24,0.39
O=c1cc(CN2CCN(c3ccc(F)cc3)CC2)c2cc3c(cc2o1)CCCC3,0.9,3,32,0,0.7,0,1,8,-0.47
COc1cccc(-c2nc(C(N)=O)c3[nH]c(=O)n(-c4ccccc4)c3n2)c1OC,1.1,10,-6,5,1.1,·,1.6,-11,·
O=C(O)c1cc(=O)c2cc(Cl)ccc2o1,1,3,0,2,1,4,1.2,-2,1.8
COc1cc(NC(=O)CSc2nc3ccccc3cc2Cc2ccccc2)cc(OC)c1,0.4,-17,83*,7,0.2,-2,1,64*,0.97
CCOC(=O)c1cccc(NC(=O)CSc2nnc(COc3ccccc3)n2CC)c1,0.4,-6,58*,-19,0.4,-11,1,63*,0.44
COc1ccc(S(=O)(=O)N2CCC(C(=O)N3CCOCC3)CC2)cc1,·,-2,·,20,·,3,·,·,0.2
C#CC(=O)N(c1cc(OC)ccc1OC)C(C(=O)NC1CCCC1)c1cccs1 (stereo not drawn),0.8,24,28,14,0.7,-6,1.5,25,-2.5

# Next compounds:
SMILES,CYP2C9 activ,Ecoli WT expand,CYP2C19 inh,PostGolgi yeast,CYP2C19 activ,EphB4 antag,PLAP act,CYP2C9 inhib,PTK2B oligo ant
Cc1ccc(NC(=O)CCc2c(C)nc3ncnn3c2C)nc1,0.8,0,-6,2,1.1,3,1,15,0.43
CCOC(=O)N1CCN(C(=O)COc2cc(=O)n(C)c3ccccc23)CC1,1,-3,-2,25,1,-5,1.1,-5,-0.89
CCCCOCCCn1c(-c2ccco2)nc2nc3ccccc3nc21,0.5,6,50,11,0.5,3,1.3,52*,0.3
CC(=O)Nc1nc(-c2cccs2)cs1,0.5,9,31,6,0.7,1,1.2,54*,0.35
O=C(Cn1nnc(-c2ccc(S(=O)(=O)N3CCCC3)cc2)n1)Nc1ccccc1-n1cccc1,0.6,-13,9,-3,0.9,4,0.9,40,-0.89
O=C(CCNS(=O)(=O)c1cccs1)Nc1nccs1,0.9,8,21,0,0.8,-2,1.7,7,-0.22
CN1/C(=C\C=[N+](C)c2ccccc2)C(C)(C)c2ccccc21,1.1,0,-9,1,1.1,5,0.8,-8,0.68
Cc1ccc(NCN2C(=O)C3C4CCC(C4)C3C2=O)cc1 (stereo not drawn),1,9,4,25,1,-1,0.9,0,·
Cc1cc(C)cc(C(=O)N(NC(=O)Nc2ccc(Cl)cc2)C(C)(C)C)c1,0.8,2,21,13,0.8,8,1,17,-1.7
Cn1c(=O)oc2cc(S(=O)(=O)NCCC(=O)Nc3ccc4c(c3)OCCO4)ccc21,1,4,17,-1,0.8,·,1,0,0.31
Cc1ccc(-c2nnn(CC(=O)N(CC(=O)NCc3ccccc3)c3cccc(C)c3C)n2)o1,0.2,-5,41,4,0.6,8,1.5,78*,-1.3
Cc1noc(C)c1S(=O)(=O)NCCc1ccc(S(N)(=O)=O)cc1,1,1,-14,-3,1.1,4,1.5,-4,0.66
Cc1n[nH]c(=O)nc1NC1CCCCC1,0.9,-1,-5,2,1.1,1,1,8,-0.74

# Bioassay records: PubChem, several laboratories
